Screens: PubChem, National Center for Advancing Translational Sciences (NCATS)
GFP derepression = qHTS Assay for Epigenetic Modulators | Potency, µM (doses to about 46.1 µM), without a hit: at the top dose GFP derepression (activation) | 0.09% of 68,000 active | AID 597, 2007 | mouse C127i GFP locus derepression, cytometry, 30 h; further: % of control where 0% means no effect
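Derepression screen: silenced CMV-GFP reporter in murine C127i cells, 30 h compound incubation at 37 C, washed cells imaged by laser-scanning cytometer to enumerate GFP-expressing objects of 20 to 120 um.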
A350 autofl = qHTS Assay for Spectroscopic Profiling in A350 Spectral Region; Compound autofluorescence, 340/450 nm, Alexa 350 dye-equivalents; active compounds read high; max dye-equivalent concentration, M; 11% of 59,000 active; in the data active means max dye-equivalent concentration above about 10 nM; inconclusive means mostly about 1.1 nM to 9.6 nM
CRE-bla Fsk = Cell signaling CRE-BLA (Fsk stim) | CHO CRE-bla reporter (cAMP response element driving beta-lactamase), forskolin EC10, beta-lactamase ratio | Potency, µM (series often up to 38.2 µM), inactives show at the highest dose activity change, negative = inhibition, actives largely listed as activators | 2.5% of 71,000 active; active means well fitted activation curve with a large enough effect in the signal ratio, with a control signal flat, not every such curve was filed as active; inconclusive means small, poorly fitted or top-dose-only effect, or effect the other way, or a change in a side signal; the % refers to the signal ratio; further: potency means the concentration at half of the fitted maximal effect; % of control where 0% means no effect
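Modulation of forskolin signalling: compounds in titration series added with EC10 NKH 477 to CHO cells carrying a CRE-driven beta-lactamase reporter, 3 h, 37C. CCF4 FRET ratio (460/530 nm, ex 405 nm) gives %activity and AC50.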
BRCT PPI red = qHTS Assay for Inhibitors of BRCT-Phosphoprotein Interaction (Red Fluorophore) | BRCT-phosphopeptide binding, red fluorescence polarization | Potency, µM (top dose mostly 76.9 µM), inactives show at the highest dose activity change, negative = inhibition, usual class: inhibitors | 0.03% of 75,000 active; further: on the % scale 0 is the no-effect control and ±100 the full control effect
Target sequence (P38398 whole entry, looked up): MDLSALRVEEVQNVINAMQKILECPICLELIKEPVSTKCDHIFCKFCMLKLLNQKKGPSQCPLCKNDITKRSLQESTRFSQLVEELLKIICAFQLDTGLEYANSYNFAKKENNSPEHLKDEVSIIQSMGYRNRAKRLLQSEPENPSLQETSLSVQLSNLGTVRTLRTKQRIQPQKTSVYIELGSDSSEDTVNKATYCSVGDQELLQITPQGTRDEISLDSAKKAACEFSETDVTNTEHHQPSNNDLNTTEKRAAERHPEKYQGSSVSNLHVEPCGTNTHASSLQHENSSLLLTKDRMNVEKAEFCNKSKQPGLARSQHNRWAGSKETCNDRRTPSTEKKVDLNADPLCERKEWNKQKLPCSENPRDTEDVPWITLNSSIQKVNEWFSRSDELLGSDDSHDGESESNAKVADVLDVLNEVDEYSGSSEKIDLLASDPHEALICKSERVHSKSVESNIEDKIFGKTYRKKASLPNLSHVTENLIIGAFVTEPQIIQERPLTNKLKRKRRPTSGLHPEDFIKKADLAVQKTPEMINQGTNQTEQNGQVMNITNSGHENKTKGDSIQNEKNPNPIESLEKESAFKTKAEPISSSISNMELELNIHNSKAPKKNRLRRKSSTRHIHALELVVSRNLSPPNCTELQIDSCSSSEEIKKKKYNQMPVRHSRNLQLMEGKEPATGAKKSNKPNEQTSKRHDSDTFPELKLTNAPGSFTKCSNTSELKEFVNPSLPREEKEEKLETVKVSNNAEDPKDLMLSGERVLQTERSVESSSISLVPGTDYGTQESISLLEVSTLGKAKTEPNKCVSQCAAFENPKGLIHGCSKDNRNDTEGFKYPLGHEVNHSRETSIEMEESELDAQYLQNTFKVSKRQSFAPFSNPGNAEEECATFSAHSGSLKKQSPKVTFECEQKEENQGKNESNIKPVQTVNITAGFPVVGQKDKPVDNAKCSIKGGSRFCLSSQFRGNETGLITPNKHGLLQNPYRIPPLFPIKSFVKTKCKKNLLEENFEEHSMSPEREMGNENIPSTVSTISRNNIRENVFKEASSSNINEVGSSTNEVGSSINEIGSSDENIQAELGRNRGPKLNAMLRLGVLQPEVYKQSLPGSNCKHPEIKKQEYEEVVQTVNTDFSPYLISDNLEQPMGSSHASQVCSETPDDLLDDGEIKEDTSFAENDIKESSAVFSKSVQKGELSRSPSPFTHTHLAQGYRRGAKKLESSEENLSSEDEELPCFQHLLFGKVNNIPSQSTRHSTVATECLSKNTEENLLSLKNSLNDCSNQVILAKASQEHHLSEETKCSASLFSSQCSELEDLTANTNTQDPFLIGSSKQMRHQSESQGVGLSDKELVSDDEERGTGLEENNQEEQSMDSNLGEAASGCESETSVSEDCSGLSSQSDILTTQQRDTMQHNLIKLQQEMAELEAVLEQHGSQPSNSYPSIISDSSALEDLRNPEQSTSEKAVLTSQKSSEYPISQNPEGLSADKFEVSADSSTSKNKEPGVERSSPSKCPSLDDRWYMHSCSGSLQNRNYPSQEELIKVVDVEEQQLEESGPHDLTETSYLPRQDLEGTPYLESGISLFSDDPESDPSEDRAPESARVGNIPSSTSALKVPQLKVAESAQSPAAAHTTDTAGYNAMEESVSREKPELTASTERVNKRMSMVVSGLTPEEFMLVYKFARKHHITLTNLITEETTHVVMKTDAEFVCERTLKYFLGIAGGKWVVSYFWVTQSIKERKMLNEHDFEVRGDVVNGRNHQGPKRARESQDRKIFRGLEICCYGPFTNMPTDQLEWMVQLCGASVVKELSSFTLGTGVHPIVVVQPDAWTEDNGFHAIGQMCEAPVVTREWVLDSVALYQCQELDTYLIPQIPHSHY
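Fluorescence polarization: 100 nM His-tagged BRCA1 BRCT with 100 nM TAMRA-labelled phospho-BACH1 decapeptide, phosphate buffer pH 7.3 with 150 mM NaCl, DTT, 0.01% Tween 20; 12 min RT. Binding inhibition seen as FP decrease.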
Hsp90 Hop PPI = qHTS Assay for Disrupters of an Hsp90 Co-Chaperone Interaction; Hsp90 C-terminal peptide / TPR2A (Hop) interaction, human; AlphaScreen TPR2A-His6 binding biotin-Hsp90 C-terminal peptide; Potency, µM (highest dose often 57 µM), without a hit: at the highest dose activity change, negative = inhibition; 0.44% of 71,000 active; AID 595, 2007; active means well fitted curve in either direction with a large enough effect; inconclusive means small, poorly fitted or top-dose-only effect, or another doubt; further: potency means the concentration at half of the fitted maximal effect; on the % scale 0 is the no-effect control and ±100 the full control effect; many of its hits are not listed in these tables
Pol III holo inh = qHTS Assay for Inhibitors of DNA Polymerase III Holoenzyme System; Potency, µM (highest dose often 57.1 µM), for inactives: at the top dose activity change, negative = inhibition; AID 603, 2007; reconstituted DNA polymerase III holoenzyme replication, biochemical; 0.25% of 71,000 active; further: potency means the concentration at half of the fitted maximal effect; on the % scale 0 is the no-effect control and ±100 the full control effect
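Reconstituted *E. coli* holoenzyme (0.35 nM Pol III, 1 nM beta, 154 nM SSB, 2 nM primase) was preincubated with compound for 15 min at RT. Synthesis on 1.4 nM ssM13Gori ran 35 min, then was stopped with PicoGreen/EDTA and read as dsDNA fluorescence.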
4-MU autofl = qHTS Assay for Spectroscopic Profiling in 4-MU Spectral Region; compound autofluorescence, 340/450 nm, 4-MU equivalents; active compounds read high; max dye-equivalent concentration, M; 11% of 59,000 active; AID 589, 2007; in the data active means max dye-equivalent concentration above about 10 nM; inconclusive means mostly about 1.1 nM to 9.6 nM
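Intrinsic fluorescence at 340/450 nm (ex/em) was read after 15 min at room temperature in pH 8.0, 100 mM Tris. Each compound concentration expressed as 4-MU-equivalent concentration from a six-point 4-MU standard series on each plate.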
UbGFP stabilizer = Ubiquitin-GFP Assay | Ubiquitin-GFP reporter cells, proteasome inhibition, GFP fluorescence; response scale: untreated = 0%, 10 µM MG-132 = 100% | 67,000 tested, under 10 active | Potency, µM (doses to about 45.9 µM), for inactives: top-dose activation (GFP accumulation), most hits filed as activators; active means well fitted activation curve with a large enough effect, not every such curve was filed as active; inconclusive means small, poorly fitted or top-dose-only effect, or another doubt; inactive means no such curve, though single readings can be large or run the other way; further: potency means the concentration at half of the fitted maximal effect
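U2OS Ub(G76V)-GFP reporter; O/N plating, 0.5% FBS; cpd 46 uM–2.9 nM, 4 h, 37 °C; GFP+ cell count, 488/515 nm; norm. to basal vs 10 uM MG-132; CRC fit.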
ALOX15 inhib = qHTS Assay for Inhibitors of 15-hLO (15-human lipoxygenase); Potency, µM (series often up to 57.1 µM), inactives show at the top dose activity change, negative = inhibition, hits mostly inhibitors; 1.4% of 74,000 active; Polyunsaturated fatty acid lipoxygenase ALOX15 (Homo sapiens), P16050; AID 887, 2007; purified 15hLO-1, xylenol orange hydroperoxide absorbance; further: potency means the concentration at half of the fitted maximal effect; on the % scale 0 is the no-effect control and ±100 the full control effect; nearly all actives have a fitted effect of over 55% in size
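Purified human 15hLO-1 (40 nM final) in 25 mM Hepes pH 7.5, 0.01% Triton X-100 was preincubated with compound 15 min at room temperature, then reacted 6 min with 50 uM arachidonic acid; hydroperoxide detected by Fe-XO, 573/405 nm absorbance ratio.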
BRCT PPI green = qHTS Assay for Inhibitors of BRCT-Phosphoprotein Interaction (Green Fluorophore); Breast cancer type 1 susceptibility protein (Homo sapiens), P38398; BRCA1 BRCT-phosphopeptide binding, green fluorescence polarization; Potency, µM (titrated, usually from 76.9 µM), for the others: top-dose activity change, negative = inhibition, most hits filed as inhibitors; 0.05% of 75,000 active;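 further: potency means the concentration at half of the fitted maximal effect; plate controls were peptide without protein for full effect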
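Compounds were incubated for 12 min at room temperature with a complex of 100 nM fluorescein-tagged pBACH1 decapeptide and 250 nM His-tagged BRCT protein. Buffer was phosphate pH 7.3 with EDTA, DTT and Tween 20. Disruption of binding lowers the polarization signal.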
HBB splicing = qHTS Assay for Modulators of Hemoglobin Beta Chain Splicing. 0.06% of 65,000 active. AID 925, 2007. Potency, µM (highest dose often 46.1 µM), for inactives: at the highest dose activation, actives largely listed as activators. HBB splicing reporter cell assay, activation; EGFP reporter with mutant IVS2-654 intron; response scale: normalised to 500 nM splice-correcting PNA; further: potency means the concentration at half of the fitted maximal effect; 0% is about no effect
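HeLa cells stably expressing EGFP interrupted by mutant beta-globin intron 2 (IVS2-654), 500/well in 2% FCS. Treated with compound for 2 days at 37C. Splicing correction scored as total well GFP intensity (488 nm excitation, 500-520 nm emission); 500 nM antisense PNA served as control.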
* marks the source's active call; other numbers are inactive results; i = inactive; ? = inconclusive; / = not tested or not shown; [ ] = remark or other dose. Unless noted, the call rests on the fitted dose curve; in most records, active means well fitted curve in the direction sought with a large enough effect; inconclusive means small, poorly fitted or top-dose-only effect, or another doubt; inactive means no such curve, though single readings can be large; an effect the other way counts as inactive or inconclusive.

canonical_smiles,HBB splicing,BRCT PPI red,BRCT PPI green,Hsp90 Hop PPI,GFP derepression,4-MU autofl,Pol III holo inh,CRE-bla Fsk,A350 autofl,ALOX15 inhib,UbGFP stabilizer
CC12CCC(C(=O)NCc3cccnc3)(OC1=O)C2(C)C (configuration not stated),-1.0%,-1.5%,-2.1%,-3.3%,-2.0%,i,-5.1%,-1.2%,i,11.3%,4.8%
CCOC(=O)CN1C(=O)C(C)(C)Oc2ccc(C(=O)Nc3ccccc3)cc21,-0.3%[57.5 µM],-3.4%,1.8%,?,-1.3%,i,6.1%,-2.9%,i,-15.7%,-3.1%
C=CCSc1nnc(NC(=O)CSc2nnc(C)s2)s1,-1.4%,-1.6%,-1.6%,-4.0%,8.6%,i,7.5%,15.6%,i,3.1%,-6.0%
O=C1CC(SCc2nc3ccccc3[nH]2)C(=O)N1c1ccc(F)cc1 (configuration not stated),-0.3%,-1.2%,1.8%,-8.9%,0.0%,i,-0.5%,-15.3%,i,2.7%,2.6%
c1ccc2nc(N3CCCC3)c(N3CCCC3)nc2c1,/,-0.9%,-2.2%,?,-4.9%,8.38e-08M*,4.0%,?,7.4e-08M*,-21.4%,2.3%
COc1ccc2c(c1)N(C)C(=O)CC(c1ccccc1)=N2,4.3%,1.2%,8.1%,-3.5%,-2.6%,i,-4.3%,?,?,-6.6%,-10.0%
O=C(Cn1c(=O)n(CC2CCCO2)c(=O)c2ccccc21)N1CCN(c2ccccc2)CC1 (configuration not stated),-1.2%,-1.8%,0.5%,-3.5%,0.1%,i,1.5%,-5.4%,i,6.7%,0.0%
CCCC1C(c2ccccc2)C(C#N)(C#N)C2(C#N)CC1(N)NC2=O (configuration not stated),-0.7%,1.6%,1.4%,-3.3%,2.9%,i,0.9%,27.6%,i,-5.0%,0.6%
Cc1nc(NCCO)c2nnn(Cc3ccccc3F)c2n1,/,1.2%,-1.8%,-0.8%,1.0%,i,-5.3%,18.8%,i,6.3%,-1.7%
CC(C)c1ccc(-c2nnn(CCC(=O)O)n2)cc1,0.0%[57.5 µM],-5.6%,-2.7%,-1.7%,0.0%,i,-1.0%,3.2%,i,1.58µM*,-2.1%
Cc1cccc(CNc2cc(-c3ccoc3)ncn2)c1,11.5%,-0.5%,4.6%,-15.1%,-0.6%[9.22 µM],i,-0.1%,?,i,-3.3%,-5.9%
O=C(Cc1c(C(=O)O)[nH]c2ccccc12)NCCN1CCN(c2cccc(Cl)c2)CC1,-1.2%,-0.7%,-0.6%,0.3%,1.8%,i,-2.0%,-12.9%,i,12.3%,3.7%
Cc1ccc2cccnc2c1,1.2%,1.3%,0.8%,1.6%,/,/,1.7%,-4.6%,/,-9.6%,/
CCOC(=O)C1CCCN(CC(=O)/C=C2/N(C)c3ccccc3C2(C)C)C1 (configuration not stated),-0.2%[57.5 µM],-3.9%,0.2%,-2.7%,0.4%,1.15e-07M*,-6.5%,4.8%,1.07e-07M*,6.9%,-3.0%
O=C(OCC(=O)c1c[nH]c2ccccc12)C1=COCCO1,-0.6%,2.1%,-3.1%,-0.2%,0.0%,i,-5.7%,-21.8%,i,4.6%,-2.7%
Nc1c(C(=O)NCc2ccco2)nnn1Cc1ccccc1,-0.2%,-1.2%,-1.3%,-5.4%,-2.4%,i,4.7%,?,i,6.7%,-13.0%
CCN1CCN(CCCNC(=O)C2CCCN(c3nnc(-n4cccc4)s3)C2)CC1 (configuration not stated),-4.3%,0.8%,0.2%,-1.9%,-1.2%,i,1.5%,-6.1%,i,11.5%,8.3%
O=C(O)CC(NS(=O)(=O)c1cccc2nsnc12)c1ccc(F)cc1 (configuration not stated),-1.3%,0.0%,-1.6%,-0.8%,2.1%,i,-0.5%,-0.2%,i,4.2%,21.4%
COc1ccccc1NC(=O)CSc1nnc(-c2ccc(C)cc2)o1,-3.2%,-2.2%,-2.6%,0.1%,0.0%,i,-1.8%,7.1%,i,11.8%,0.2%
O=c1c(CCc2ccccc2)nc2cnc(N3CCNCC3)nc2n1CCc1ccccc1,-2.2%,-2.1%,5.1%,4.5%,0.0%[9.22 µM],1.19e-08M*,-10.4%,?,?,-8.4%,4.0%
CCOC(=O)c1ccccc1NC(=O)CCNC(=O)Cn1cnc2ccccc2c1=O,-0.7%,0.0%,-1.9%,-6.5%,0.0%,i,1.0%,-4.7%,i,4.8%,7.3%
Cc1cc(C)n(-c2cccc(Cl)c2)c(=O)c1C#N,0.6%[57.5 µM],-1.6%,-5.3%,0.0%,-1.4%,i,-4.6%,-0.5%,i,11.3%,2.0%
CC(=O)c1ccc(OCC(O)CN2C(C)(C)CC(O)CC2(C)C)cc1 (configuration not stated),0.6%,0.6%,-4.0%,-3.8%[2.3 µM],/,/,4.3%,2.0%,/,-2.1%,-2.9%
CCOC(=O)c1c(NC(=O)Cn2c(C)nc3ccccc32)sc2c1CCC2,-5.3%,0.2%,-0.2%,-6.9%,1.0%,i,6.7%,?,i,0.1%,-1.7%
CC(C)NC(=O)N1CCCC2(CCN(C(=O)c3csnn3)CC2)C1,3.1%,-0.4%,-2.5%,-5.9%,0.0%[9.22 µM],i,-5.6%,5.2%,i,-1.9%,-11.1%
CC(C)(C)c1onc(OCP(=O)(O)O)c1C[C@@H](N)C(=O)O,1.1%,-1.2%,5.8%,1.2%,-2.4%,i,-6.5%,0.7%,i,-2.7%,3.0%
COc1ccc(OC)c(S(=O)(=O)n2nc(-c3ccccc3)cc2N)c1,-1.3%,-2.3%,0.5%,-4.4%,/,/,-1.7%,-17.9%,/,-26.2%,1.3%
COc1cccc(-c2nnc(NC(=O)c3ccc(S(=O)(=O)N(CC(C)C)CC(C)C)cc3)o2)c1,-1.1%,-0.5%,-2.8%,3.4%,-1.2%,i,-6.5%,-11.3%,i,27.4%,6.3%
Cc1c(C(=O)Nc2ccc(N3CCOCC3)cc2)oc2ccccc12,-0.8%,0.9%,-1.0%,-4.1%,0.0%,i,-1.2%,?,i,-6.7%,-4.7%
COC(=O)CSC1=C(C#N)C(c2ccc(C)cc2)C2=C(CCCC2=O)N1 (configuration not stated),-3.8%,1.0%,-2.5%,-3.5%,0.0%,8.93e-08M*,-1.9%,9.8%,1.16e-07M*,-17.6%,-0.1%
Cc1ccc2c(C)nc(NC3=NCN(C(C)C)CN3)nc2c1,0.2%[1.84 µM],-1.1%,2.3%,-1.3%,-2.0%,i,-6.0%,9.6%,i,5.0%,0.0%
COc1ccccc1NC1=NCC(=O)N1Cc1ccccc1,/,0.9%,-2.8%,3.7%,-0.5%,i,2.0%,1.2%,i,-0.7%,-5.0%
O=C(CCS(=O)(=O)c1cccs1)N1CCN(c2ccc(F)cc2)CC1,-0.1%,-1.0%,0.0%,-5.5%,5.5%,i,-2.9%,-3.2%,i,5.2%,-11.1%
CCOC(=O)C1CCN(C(=O)c2ccccc2N(C)S(C)(=O)=O)CC1,1.9%,-0.2%,-2.0%,-1.8%,-0.2%,i,-0.7%,-1.4%,?,0.6%,-11.9%
COC(=O)c1cc(-c2ccc(OC)c(OC)c2)n[nH]1,-2.3%,-1.3%,-1.4%,3.5%,0.0%,i,-0.9%,?,i,-7.4%,-3.7%
CN(CCc1ccccn1)C(=O)Nc1ccc(F)cc1,-0.4%[57.5 µM],-1.7%,-2.0%,-0.7%,-4.7%,i,-0.1%,1.8%,i,9.9%,1.8%
COC(=O)Cn1c(=O)c2c(nc(Br)n2CC(=O)OC)n(C)c1=O,3.0%[0.369 µM],1.0%,-1.9%,-0.6%,0.0%,?,-4.2%,13.6%,?,3.7%,/
